# TWEAK Fn14 block: inhibitors of TWEAK-Fn14 signaling, primary screen, luciferase reporter cells, uHTS. AID 1159606, 2016. inhibition, % at 10 µM. 2% of 360,000 active. TWEAK-stimulated Fn14 reporter cells, luciferase luminescence, 8 h; in the data active = inhibition above about 50%
# NOD2 RIPK2 PPI: NOD2-RIPK2 binding disruptors in cells, primary screen, fluorescence, CHO cells, BLA complementation; 0.38% of 360,000 active; AID 624267, 2012; inhibition, % at 4.98 µM; CCF4 ratio; Receptor-interacting serine/threonine-protein kinase 2 (Homo sapiens), O43353; in the data active = inhibition above about 21%;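 also: 0% = vehicle only and 100% = reference blocker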
# Granule exo inh: LAMP-1 surface exposure blockers, TALL-104 cells – cell-based, flow cytometry, MLPCN library, primary screen; AID 651702, 2012; TALL-104 LAMP-1 surface exposure; cells stimulated with thapsigargin and PMA; 0.66% of 360,000 active; inhibition, % at 10 µM;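 active = inhibition above about 55%, limit read from the data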
# TROY NFkB inh: inhibitors of TROY-driven NF-kB signaling, primary screen, Q293 LMP1-TROYcd cells, NF-kB luciferase, uHTS; inhibition, % at 10 µM; AID 1347056, 2019; Q293 LMP1-TROYcd NF-kB luciferase reporter, 4 h; 0.98% of 360,000 active;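 active = compounds whose plate-normalised and pattern-corrected inhibition of the luciferase reporter signal at the single screening dose is 50% or more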
# COUP-TFII inh: NR2F2 transcriptional activity inhibitors, primary screen, cell-based, luciferase reporter, HEK293T, luminescence | COUP transcription factor 2 (Homo sapiens), P24468 | HEK293T NGFI-A luciferase reporter | inhibition, % at 8.6 µM | 0.7% of 370,000 active;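 active = inhibition above a per-plate cutoff, mean inhibition of test wells between control levels plus 3 SD, cut at about 38% in these data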;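 also: cells cotransfected with COUP-TFII expression vector driving the NGFI-A reporter; 0% = median of COUP-TF2 test wells and 100% = reporter-only cells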
# TLR9-MyD88 block: inhibitors of TLR9-MyD88 association in cells, primary screen, cell-based, CHO, BLA complementation, fluorescence | CCF4 FRET ratio | inhibition, % at 4.98 µM | 0.21% of 340,000 active | AID 504734, 2011;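 active = inhibition above the mean over all tested compounds plus 3 SD, cut at about 21% in these data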;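 also: 0% = DMSO only wells and 100% = clavulanate BLA inhibitor control wells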
# SRC2 inh: inhibition of GAL4-SRC2 driven luciferase reporter, primary screen, SRC2 inhibitor project, cell-based, luminescence; 0.17% of 370,000 active; AID 651957, 2012; inhibition, % at 9 µM; HEK293 GAL4-SRC2 luciferase reporter; Nuclear receptor coactivator 2 (Homo sapiens), Q15596;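 active = inhibition above the mean inhibition of all tested compounds plus 3 SD, set per campaign, cut at about 52% in these data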;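 also: 0% = DMSO treated cells and 100% = cells given Gossypol at 36 µM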
# Target sequence (Q15596 whole entry, looked up, the tested form may be a part): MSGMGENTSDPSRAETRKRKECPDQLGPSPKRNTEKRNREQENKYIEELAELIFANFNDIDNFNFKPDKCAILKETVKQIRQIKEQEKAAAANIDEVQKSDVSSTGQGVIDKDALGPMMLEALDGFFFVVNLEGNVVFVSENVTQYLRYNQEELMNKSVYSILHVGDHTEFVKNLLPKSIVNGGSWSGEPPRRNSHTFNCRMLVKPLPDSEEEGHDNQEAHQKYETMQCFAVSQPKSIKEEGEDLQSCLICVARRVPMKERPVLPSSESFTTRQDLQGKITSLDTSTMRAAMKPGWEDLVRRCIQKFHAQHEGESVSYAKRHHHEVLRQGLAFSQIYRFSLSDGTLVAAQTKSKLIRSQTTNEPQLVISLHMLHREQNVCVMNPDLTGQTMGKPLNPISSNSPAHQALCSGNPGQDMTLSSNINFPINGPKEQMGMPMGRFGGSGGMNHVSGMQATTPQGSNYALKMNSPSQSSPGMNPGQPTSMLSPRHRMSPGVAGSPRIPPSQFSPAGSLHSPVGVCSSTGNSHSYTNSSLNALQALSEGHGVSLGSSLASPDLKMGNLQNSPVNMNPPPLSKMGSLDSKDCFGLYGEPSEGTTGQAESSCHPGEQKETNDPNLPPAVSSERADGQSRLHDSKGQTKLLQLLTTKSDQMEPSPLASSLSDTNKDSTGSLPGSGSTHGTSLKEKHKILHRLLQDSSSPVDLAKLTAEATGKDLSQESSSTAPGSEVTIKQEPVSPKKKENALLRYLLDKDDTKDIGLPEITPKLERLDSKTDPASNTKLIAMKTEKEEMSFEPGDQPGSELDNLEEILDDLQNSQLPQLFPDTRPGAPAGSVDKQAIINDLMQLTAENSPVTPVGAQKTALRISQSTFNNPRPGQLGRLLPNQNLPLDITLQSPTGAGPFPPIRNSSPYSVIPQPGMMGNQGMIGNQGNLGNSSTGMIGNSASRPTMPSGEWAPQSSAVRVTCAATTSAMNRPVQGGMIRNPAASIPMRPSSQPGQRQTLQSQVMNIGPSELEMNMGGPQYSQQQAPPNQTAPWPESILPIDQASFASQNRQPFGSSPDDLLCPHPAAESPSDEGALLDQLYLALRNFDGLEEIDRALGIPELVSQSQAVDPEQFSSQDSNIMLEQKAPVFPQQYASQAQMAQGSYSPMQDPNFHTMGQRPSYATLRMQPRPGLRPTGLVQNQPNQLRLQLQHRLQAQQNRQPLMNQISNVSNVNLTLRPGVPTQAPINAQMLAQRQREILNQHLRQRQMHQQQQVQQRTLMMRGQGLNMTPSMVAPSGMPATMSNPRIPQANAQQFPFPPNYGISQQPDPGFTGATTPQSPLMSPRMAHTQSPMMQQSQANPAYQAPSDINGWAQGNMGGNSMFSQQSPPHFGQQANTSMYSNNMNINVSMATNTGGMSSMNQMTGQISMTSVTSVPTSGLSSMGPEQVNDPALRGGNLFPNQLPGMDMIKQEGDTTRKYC
# SRC3 inh: SRC3 coactivator transcriptional activity inhibitors, primary screen, cell-based, luminescence | inhibition, % at 3.6 µM | 0.17% of 360,000 active | Nuclear receptor coactivator 3 (Homo sapiens), Q9Y6Q9 | HEK293 GAL4-SRC3 luciferase reporter;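 active = inhibition above a per-campaign cutoff, the mean of all compounds plus 3 SD, cut at about 60% in these data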;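 also: 0% = DMSO-treated cells and 100% = gossypol-treated cells at 36 µM; higher means less SRC3-driven luciferase light from the GAL4 reporter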
# NCOA1 inh: SRC1 coactivator transcriptional activity inhibitors, primary screen, cell-based, luminescence. Nuclear receptor coactivator 1 (Homo sapiens), Q15788. HEK293 GAL4-SRC1 luciferase reporter. inhibition, % at 3.6 µM. 0.12% of 360,000 active;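 active = inhibition above the campaign mean plus 3 SD, with each screening campaign given its own cutoff, cut at about 60% in these data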;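 also: 0% = DMSO treated cells and 100% = gossypol at 36 µM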
# ABHD5-PLIN5 inh: ABHD5-PLIN5 interaction inhibitors, primary screen, cell lysate, split luciferase complementation, luminescence | 0.78% of 360,000 active | inhibition, % at 4 µM | Perilipin-5 (Homo sapiens) + 1-acylglycerol-3-phosphate O-acyltransferase ABHD5 (Homo … | Split G. princeps luciferase complementation, 4 h;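 active = inhibition above the mean inhibition across every tested compound plus 3 SD, cut at about 22% in these data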;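 also: 0% = DMSO only wells and the 100% control is not disclosed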
# LRH-1 inv ag: LRH-1 (NR5A2) inverse agonists, primary screen, cell-based, luminescence, HEK293T, StAR-luciferase reporter; Nuclear receptor subfamily 5 group A member 2 (Homo sapiens), O00482; LRH-1 transfected, 24 h; inhibition, % at 3.6 µM; 0.13% of 360,000 active;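 active = inhibition above the mean inhibition of all tested compounds plus 3 SD, cut at about 73% in these data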;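 also: 0% = DMSO wells and 100% = reporter-only cells lacking LRH-1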
# * = called active by the depositor; . = not tested or not shown.
SMILES,TWEAK Fn14 block,NOD2 RIPK2 PPI,Granule exo inh,TROY NFkB inh,COUP-TFII inh,TLR9-MyD88 block,SRC2 inh,SRC3 inh,NCOA1 inh,ABHD5-PLIN5 inh,LRH-1 inv ag
Cc1ccc(NC(=O)CSc2ccc3nnc(CCNC(=O)c4ccccc4)n3n2)c(C)c1,7,5,2,-7,-5,4,5,2,6,-10,4
COc1cccc(C(O)c2nc(-c3ccc(C)c(C)c3)cs2)c1 (stereo not given),-1,4,-6,4,14,.,5,0,-30,-8,-16
CC(C)(C)C(=O)Nc1ccc(N2CCN(C(=O)c3cccs3)CC2)cc1,9,-14,11,-1,-5,-4,6,-2,-2,9,-10
COc1ccc(CN2CCNC(=O)C2CC(=O)NCCCn2cccn2)cc1C (stereo not given),8,-7,-4,-11,5,-11,12,-10,0,6,-2
COc1cc(NC(=O)c2ccno2)cc(C(=O)Nc2cccc(C(F)(F)F)c2)c1,-5,-16,-10,-7,2,5,-22,0,-10,7,-2
O=C(CSc1nc2ccccc2c(=O)[nH]1)Nc1ccc(C(=O)O)cc1,3,4,1,-9,-9,7,18,10,-35,1,-13
COc1ccc(S(=O)(=O)Nc2c(C)nc3nc(C)[nH]n3c2=O)cc1,14,-5,0,3,-9,1,6,2,-38,5,19
O=C(OCC(=O)N1CCN(c2ccccc2)CC1)c1ccco1,-12,0,-1,-1,-5,9,-6,-28,11,2,35
S=C(NCc1ccccc1)N1CCc2ccccc2C1,12,5,-4,7,7,7,8,0,5,-1,-1
CN(N=Nc1cccc([N+](=O)[O-])c1)c1cccc([N+](=O)[O-])c1,-53,-7,0,-77,16,0,-2,-19,13,0,-14
CC(=O)C1=C(Nc2ccccc2)CC(C)(O)C(C(C)=O)C1c1ccccc1 (stereo not given),-26,0,-4,-8,-3,-4,23,19,-14,-6,3
O=C(CCc1nc2ccccc2s1)NCc1ccccc1F,-5,-3,-4,-8,-1,-10,-38,-9,-12,-3,3
CCc1cc2ccc(C)c(C)c2nc1SCC(=O)Nc1cc(C)on1,-92,3,12,13,4,-6,1,8,-3,-5,-6
CN(Cc1nc(-c2cccs2)no1)CC1COCCO1 (stereo not given),16,-4,0,-34,-35,2,-18,-31,-43,2,-45
COc1ccc(C(=O)NC2CCc3ccccc32)cc1OC1CCN(C(C)C)CC1 (stereo not given),-7,4,0,-23,5,-8,-7,-7,-25,1,-11

# Sorted by heavy-atom count (lowest first): some entries from above
SMILES,TWEAK Fn14 block,NOD2 RIPK2 PPI,Granule exo inh,TROY NFkB inh,COUP-TFII inh,TLR9-MyD88 block,SRC2 inh,SRC3 inh,NCOA1 inh,ABHD5-PLIN5 inh,LRH-1 inv ag
O=C(OCC(=O)N1CCN(c2ccccc2)CC1)c1ccco1,-12,0,-1,-1,-5,9,-6,-28,11,2,35
COc1ccc(S(=O)(=O)Nc2c(C)nc3nc(C)[nH]n3c2=O)cc1,14,-5,0,3,-9,1,6,2,-38,5,19
O=C(CSc1nc2ccccc2c(=O)[nH]1)Nc1ccc(C(=O)O)cc1,3,4,1,-9,-9,7,18,10,-35,1,-13

# Next part
SMILES,TWEAK Fn14 block,NOD2 RIPK2 PPI,Granule exo inh,TROY NFkB inh,COUP-TFII inh,TLR9-MyD88 block,SRC2 inh,SRC3 inh,NCOA1 inh,ABHD5-PLIN5 inh,LRH-1 inv ag
CCCCNC(=S)N(CCN(C)C)Cc1cc2cc3c(cc2[nH]c1=O)OCCO3,6,-1,12,18,11,-2,-15,9,1,-3,0
CCc1nc(C)cn1S(=O)(=O)c1ccc(Cl)c(Cl)c1Cl,4,-6,0,-1,-5,3,9,13,10,3,15
CC(=O)OCC(C)n1c(=O)c2ccccc2n1C(C)=O (stereo not given),3,-21,-8,5,-6,.,0,.,.,5,-12
COc1cc(C(=O)Nc2ccc(C)cc2)c(-n2cnnn2)cc1OC,-1,4,1,23,20,-4,13,-5,4,-8,8
COc1ccc(/C=N/NC(=O)c2cc(Br)ccc2O)cc1Cn1cc(Cl)cn1,-29,-2,-4,39,-13,-1,-4,-1,-4,3,-26
Cc1nn(CC(=O)NCCCN2CCCCC2)c(=O)c2cc(-c3ccccc3)nn12,-4,3,1,14,6,-6,-1,-14,-3,5,8
CCOC(=S)N/C(=N\S(=O)(=O)c1ccc(C)cc1)c1ccccc1,9,10,3,1,-4,1,-18,-4,-21,1,-12
Cc1nc(CSc2nnc(Nc3cccc(C)c3C)s2)cs1,-19,1,1,-22,-7,-10,-3,6,-24,3,-6
CC(C)CCNC(=O)C1CCC(=O)N1C(C)C (stereo not given),-22,-1,2,2,-2,-6,7,-10,3,-2,-25
CCn1c(SC(C)C(=O)NC2CCCc3ccccc32)nnc1-c1cccs1 (stereo not given),-8,0,0,-2,6,-3,4,6,-19,3,3
O=C(Cn1nc(C(=O)O)c2ccccc2c1=O)NCCC1=CCCCC1,0,-5,1,38,-11,9,-1,-6,-2,4,0
CCCOc1ccc(C(=O)O/N=C(\CC)c2ccc(C)cc2)cc1,21,-6,-4,17,-9,2,-44,-4,-2,3,9
O=C(C[n+]1ccc(/C=C/c2ccccc2)cc1)c1ccc2c(c1)OCCO2,-1,-3,1,14,-3,-9,16,15,-3,23*,13
CC1CCN(CCC(=O)Nc2ccc(F)c(F)c2)CC1,0,0,7,12,-2,5,3,13,10,0,8
COc1cc(/C=C/C(=O)O)cc(S(=O)(=O)Nc2ccccc2Oc2ccccc2)c1OC,-12,-3,1,2,-26,5,-12,14,-43,-2,11
CN(C(=O)c1cccc(NC(=O)Cc2ccc(NC(=O)C3CCN(C(=O)C4CC4)CC3)cc2)c1)C1CCCCC1,-1,1,1,3,-6,3,6,1,5,5,1
O=C(Nc1ccc(O)cc1C(=O)O)c1ccc(NC(=O)c2ccco2)cc1,-6,-2,2,21,16,6,-5,4,0,6,12
CC(=O)N1CC(=O)N=C1SCC(=O)Nc1nc(-c2ccccc2)c(-c2ccccc2)s1,-5,-10,-2,32,7,5,-29,13,-2,13,-2
COc1ccc2c(CC(=O)Nc3ccc(OC)c(NS(=O)(=O)c4ccc(F)cc4)c3)coc2c1,-2,2,-2,5,5,-4,-11,11,4,3,-9
O=C(CSc1n[nH]c(=O)[nH]c1=O)c1ccccc1[N+](=O)[O-],-12,-2,-5,-8,-8,5,-12,-2,-9,-5,1
Clc1ccc(Oc2nc3ccccc3n3cccc23)cc1,4,-4,11,-4,9,-5,-5,6,-1,0,17
CCCC(=O)Nc1c(-c2cccs2)c(=O)c2ccccc2n1C,7,2,-3,9,-3,-17,-6,19,16,0,10
COc1ccccc1NC1=C(C)C(=O)CC1,-4,-19,-2,-29,-87,5,-48,25,6,-1,38
O=C(CCCSc1nc(-c2ccco2)cc(C(F)(F)F)n1)NCC1CCCO1 (stereo not given),71*,-4,2,.,-1,-2,-11,-10,7,-3,-2
Cc1cc(C)c(Nc2cc(S(=O)(=O)O)c(N)c3c2C(=O)c2ccccc2C3=O)c(C)c1,27,-20,-12,40,6,-13,9,26,25,18,-6
COc1ccc(NC(=O)CSc2ncnc3c2cnn3Cc2ccccc2)cc1,-2,-7,-2,11,6,-4,-7,14,10,-5,46
O=C1C2C3C=CC(CC3)C2C(=O)N1c1ccc(Cl)cc1Cl (stereo not given),2,-1,1,5,22,-1,-13,10,-16,0,8
NC(=O)c1ccccc1N/C=C/C(=O)c1ccccc1,37,-4,-2,-42,-58,1,-36,-77,-138,0,-162
COc1ccc(CSc2nnc(C)n2N)cc1[N+](=O)[O-],6,-1,-1,16,6,0,15,13,-17,2,2
CC(C)Cc1nnc(NC(=O)CSc2nc(O)c(-c3ccccc3)c(=O)[nH]2)s1,-8,-1,1,-15,-20,-6,1,7,6,-2,18
CC(C(=O)Nc1ccccc1)N1C(=O)c2ccccc2C1=O (stereo not given),10,-13,2,-3,4,-1,7,8,11,6,-6
COc1ccc2nc(Nc3ccccc3)sc2c1,-4,4,0,-75,-69,-6,-43,-86,-105,-1,-137
CCc1nc(SCC(=O)c2ccc(Cl)s2)c2oc3ccccc3c2n1,-22,-14,2,-9,.,-9,.,-9,-8,-2,2
CCC/C=N/NC(=O)c1ccccc1O,0,-16,-3,0,-15,4,-32,-6,-37,2,-13
Cc1ccc(NC(=O)CSc2ccc3nnc(-c4cccnc4)n3n2)cc1,5,-7,-1,4,-17,11,-38,-21,-6,2,4
CCN(CC)CCOC(=O)c1cccc2c1-c1ccccc1C2O (stereo not given),-17,-1,1,-14,-6,9,-5,8,-11,2,10
CCOC(=O)C1=C[C@@H](c2ccccc2)N(S(=O)(=O)c2ccc(C)cc2)[C@H]1c1cccc(Cl)c1,24,-10,4,12,18,.,10,9,12,-2,4

# Among those listed so far, twelve have an aryl thioether with sulfur outside any ring.
SMILES,TWEAK Fn14 block,NOD2 RIPK2 PPI,Granule exo inh,TROY NFkB inh,COUP-TFII inh,TLR9-MyD88 block,SRC2 inh,SRC3 inh,NCOA1 inh,ABHD5-PLIN5 inh,LRH-1 inv ag
Cc1ccc(NC(=O)CSc2ccc3nnc(CCNC(=O)c4ccccc4)n3n2)c(C)c1,7,5,2,-7,-5,4,5,2,6,-10,4
O=C(CSc1nc2ccccc2c(=O)[nH]1)Nc1ccc(C(=O)O)cc1,3,4,1,-9,-9,7,18,10,-35,1,-13
CCc1cc2ccc(C)c(C)c2nc1SCC(=O)Nc1cc(C)on1,-92,3,12,13,4,-6,1,8,-3,-5,-6
Cc1nc(CSc2nnc(Nc3cccc(C)c3C)s2)cs1,-19,1,1,-22,-7,-10,-3,6,-24,3,-6
CCn1c(SC(C)C(=O)NC2CCCc3ccccc32)nnc1-c1cccs1 (stereo not given),-8,0,0,-2,6,-3,4,6,-19,3,3
O=C(CSc1n[nH]c(=O)[nH]c1=O)c1ccccc1[N+](=O)[O-],-12,-2,-5,-8,-8,5,-12,-2,-9,-5,1
O=C(CCCSc1nc(-c2ccco2)cc(C(F)(F)F)n1)NCC1CCCO1 (stereo not given),71*,-4,2,.,-1,-2,-11,-10,7,-3,-2
COc1ccc(NC(=O)CSc2ncnc3c2cnn3Cc2ccccc2)cc1,-2,-7,-2,11,6,-4,-7,14,10,-5,46
COc1ccc(CSc2nnc(C)n2N)cc1[N+](=O)[O-],6,-1,-1,16,6,0,15,13,-17,2,2
CC(C)Cc1nnc(NC(=O)CSc2nc(O)c(-c3ccccc3)c(=O)[nH]2)s1,-8,-1,1,-15,-20,-6,1,7,6,-2,18
CCc1nc(SCC(=O)c2ccc(Cl)s2)c2oc3ccccc3c2n1,-22,-14,2,-9,.,-9,.,-9,-8,-2,2
Cc1ccc(NC(=O)CSc2ccc3nnc(-c4cccnc4)n3n2)cc1,5,-7,-1,4,-17,11,-38,-21,-6,2,4

# These rows are one share of the data. The share of hits here may be higher or lower than overall.
